S1P3 antag: antagonists of human S1P3 receptor; Q99500; CHO S1P3 NFAT-BLA reporter, FRET fluorescence, antagonist mode; inhibition, % at 4.98 µM; hit rate 0.27% among 170,000; AID 485;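 active = inhibition above the plate cutoff, the mean inhibition of test wells on that plate plus 3 SD, cut at about 28% in these data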;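 also: cells challenged with S1P at its EC80 of 0.8 µM; blue over green emission ratio from cleaved BLA substrate after 4 h stimulation; 0% = S1P-stimulated wells and 100% = unstimulated DMSO-only wells; some compounds past the cut are filed as inactive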
Target sequence (Q99500 whole entry, looked up): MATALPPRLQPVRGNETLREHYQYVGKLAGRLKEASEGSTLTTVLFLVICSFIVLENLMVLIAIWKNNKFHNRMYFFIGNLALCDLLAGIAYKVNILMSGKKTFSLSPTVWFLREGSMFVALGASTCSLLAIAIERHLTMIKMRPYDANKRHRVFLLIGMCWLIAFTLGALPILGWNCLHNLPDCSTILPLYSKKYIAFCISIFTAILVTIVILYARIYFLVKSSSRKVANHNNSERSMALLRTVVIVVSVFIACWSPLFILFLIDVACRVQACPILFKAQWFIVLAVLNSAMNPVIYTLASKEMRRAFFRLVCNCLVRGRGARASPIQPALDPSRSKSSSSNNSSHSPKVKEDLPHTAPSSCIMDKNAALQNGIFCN
RAM network inh: blocks the yeast RAM network | S. cerevisiae dse1pr::URA3 reporter, 5-FOA growth OD615, 2 d; analog-sensitive cbk1-as2 kinase mutant strain | inhibition, % at 50 µM | hit rate 1.8% among 190,000 | AID 868;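 active = inhibition above a set limit, 3 SD over mean compound inhibition, cut at about 8.4% in these data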;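 also: 0% = DMSO-only wells with no growth and 100% = 10 µM 1-NA-PP1 full growth; inhibition rescues growth on 5-FOA so higher OD means more RAM inhibition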
STAT3 inh: reduces IL-6 driven STAT3 reporter signal; U3A cells, IL-6 STAT3-luciferase reporter, luminescence; host cell line lacks STAT1; inhibition, % at 5.5 µM; hit rate 0.89% among 190,000;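 active = inhibition above the mean inhibition across all screened compounds plus 3 SD, cut at about 44% in these data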;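 also: 0% = DMSO only wells and 100% = 100 µM nifuroxazide control wells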
TR-FRET SRC-2 ct: flags TR-FRET format artefacts in PPARgamma SRC-2 recruitment agonist screen. TR-FRET artefact counter-screen; hits give high values. TR-FRET ratio at 8 µM. hit rate 0.4% among 200,000. AID 1049; in the data active = TR-FRET ratio above about 2000; also: inactives centre near 1500
STAT3 activator: increases IL-6 driven STAT3 reporter signal | U3A cells, IL-6 STAT3-luciferase reporter, luminescence; 100% = signal with IL-6 EC80 alone | activation (% of control), % at 5.6 µM | hit rate 0.91% among 190,000 | AID 871;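 active = activation above the screen-wide mean of compound activation plus 3 SD, cut at about 130% in these data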;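 also: 0% = background luminescence of wells with medium and substrate only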
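Material: STAT1-lacking human U3A cells, STAT3 luciferase reporter | Benchmarks: IL-6-only wells as 100% reference | Probe or stimulus: IL-6 (33 ng/mL) | Timing: Compound 1 h, then IL-6 6 h at 37 °C | Detection: Luminescence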
PPARg SRC-1 ag: promotes SRC-1 coactivator recruitment by human PPARgamma; activation, % at 8 µM; PPARgamma-SRC-1 coactivator recruitment biochemical assay; AID 631; hit rate 0.41% among 200,000; P37231; in the data active = activation above about 19%;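 also: 0% = DMSO and 100% = reference agonist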
STAT1 inh: STAT1 signaling inhibition | NIH 3T3 STAT1-luciferase reporter, IFN-gamma, luminescence | hit rate 0.35% among 200,000 | inhibition, % at 5.5 µM | AID 920;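 active = inhibition above a set limit, the mean inhibition across all tested compounds plus 3 SD, cut at about 34% in these data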;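 also: 0% = IFN-gamma with DMSO and 100% = IFN-gamma with 300 µM nifuroxazide; values of inactives mirror those of a sister screen read the other way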
TLR4 MyD88 comp: TLR4-MyD88 interaction inhibition in cells; HeLa CL3-4 TLR4/MyD88 BLA complementation, FRET ratio; inhibition, % at 8.4 µM; hit rate 0.18% among 200,000; AID 861; in the data active = inhibition above about 25%;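 also: 0% = vehicle and 100% = reference inhibitor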
ROMK primary: modulates human ROMK potassium channel activity | P48048 | Tet-inducible ROMK, thallium flux fluorescence; actives lie on both sides | B-score at 10 µM | hit rate 2% among 130,000 | AID 1918;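 active = signal ratio slope over the read window, or its plate-corrected B-score, at least 3 SD from the plate mean, either direction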;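 also: B-score of the F/F0 ratio slope over 7 to 12 s after thallium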
Target sequence (P48048 whole entry, looked up): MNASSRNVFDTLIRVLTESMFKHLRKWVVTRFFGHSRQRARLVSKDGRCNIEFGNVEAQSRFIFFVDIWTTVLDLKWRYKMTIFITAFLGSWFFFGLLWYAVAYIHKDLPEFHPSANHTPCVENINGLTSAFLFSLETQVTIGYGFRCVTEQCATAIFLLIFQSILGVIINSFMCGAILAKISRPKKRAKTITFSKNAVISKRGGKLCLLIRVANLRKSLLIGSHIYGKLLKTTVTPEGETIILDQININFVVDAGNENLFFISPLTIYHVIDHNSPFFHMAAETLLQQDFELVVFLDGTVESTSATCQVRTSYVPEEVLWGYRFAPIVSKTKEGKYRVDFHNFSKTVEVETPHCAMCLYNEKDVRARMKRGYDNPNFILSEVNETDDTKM
PPARg SRC3 recr: PPARgamma-driven SRC-3 recruitment agonism; biochemical PPARgamma/SRC-3 coactivator recruitment assay; activation, % at 8 µM; hit rate 0.26% among 200,000; AID 731; in the data active = activation above about 23%;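 also: 0% = DMSO and 100% = reference agonist; some compounds past the cut are filed as inactive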
PPARg SRC2 recr: PPARgamma-driven SRC-2 recruitment agonism. activation, % at 8 µM. AID 1032. hit rate 0.34% among 200,000. PPARgamma LBD-SRC-2 recruitment, biochemical. P37231; in the data active = activation above about 22%;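 also: 0% = vehicle and 100% = reference agonist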
Numbers without * were called inactive; / = no result given. Hits appear at their usual frequency; any-hit rate near 5.6%.

Values run as follows: S1P3 antag	RAM network inh	STAT3 inh	TR-FRET SRC-2 ct	STAT3 activator	PPARg SRC-1 ag	STAT1 inh	TLR4 MyD88 comp	ROMK primary	PPARg SRC3 recr	PPARg SRC2 recr
> COc1ccc(C2=NOC(C(=O)NCc3ccco3)C2)cc1OC (configuration not stated)
 : 37.1	2.0	-4.4	1541	106.1	7.3	5.6	-1.7	/	-4.2	-0.9
> Cc1cc(C)cc(NC(=O)CCn2ccnc2C)c1
 : -11.4	1.1	1.9	1504	102.1	-3.8	1.8	2.4	1.1	-1.6	3.0
> Cc1c(Cl)cccc1NC(=O)CSc1nnc(C)n1-c1ccccc1
 : 16.1	-1.6	3.8	1465	100.0	7.0	6.5	-0.9	0.0495	4.2	6.0
> CN(Cc1ccco1)C(=O)Cn1nc(-c2ccc(Cl)cc2)ccc1=O
 : -6.8	0.8	7.9	1620	102.4	10.6	-6.6	-0.2	0.0901	1.6	1.2
> O=C(O)c1cc(S(=O)(=O)NCC2CCCO2)ccc1Cl (configuration not stated)
 : -11.1	1.0	4.4	1335	103.9	-2.0	3.5	4.6	/	-1.0	5.6
> CCN(CC)CCNCc1cc(Cl)c(OCC(=O)Nc2ccccc2)c(OC)c1
 : -18.6	0.1	9.0	1549	96.3	-1.1	8.1	7.5	-1.6	0.9	5.5
> CCS(=O)(=O)N1CCN(C(=O)c2cc(OC)cc(OC)c2)CC1
 : 0.0	1.8	-7.6	1409	110.6	-0.1	-2.0	-1.9	-0.209	1.4	-9.0
> CCc1nnc(NC(=O)Cc2ccc(OCc3c(C)noc3C)cc2)s1
 : -1.1	1.3	4.1	1567	100.2	-2.0	3.4	14.3	-0.0248	-6.7	0.5
> CC(=O)N1c2c(cc(Br)cc2S(=O)(=O)N2CCN(c3ccccn3)CC2)CC1C (configuration not stated)
 : /	0.5	-6.0	1595	105.2	-5.4	4.4	-3.6	-1.95	-0.3	6.0
> CCCNC(=O)CNC(=S)N(Cc1ccccc1F)C1CCCCC1
 : -5.0	0.5	6.4	1569	101.8	5.7	2.5	-7.5	0.992	-0.2	3.4
> CCN(CC)C1CCN(c2nc3nonc3nc2NCCOC)C1 (configuration not stated)
 : 6.0	-0.2	11.8	1523	93.4	9.8	5.5	-4.5	1.5	0.3	2.0
> CC(C)CCN(N=O)[C@@H](Cc1ccccc1)CN(N=O)[C@@H](Cc1ccccc1)CN(C)N=O
 : -21.0	19.8*	/	1508	/	6.2	1.6	-19.2	/	-0.1	8.7
> COCCCNc1nc2c([nH]1)c(=O)[nH]c(=O)n2C
 : -21.4	2.3	1.9	1660	100.0	8.3	-5.0	5.5	0.731	1.2	0.8
> CCCN1C(=O)/C(=C\c2ccncc2)SC1=Nc1ccccc1
 : 5.7	-0.8	-8.9	1454	109.8	-6.0	-0.6	-2.9	0.0318	-5.4	-6.7
> CCC(CCC(=O)Nc1nncs1)C(=O)O (configuration not stated)
 : /	1.4	1.0	1755	97.9	-2.0	-1.6	-17.7	0.301	-6.9	9.7
> COc1ccc(CCNC(=O)COC(=O)c2ccc(Br)o2)cc1
 : /	2.7	7.9	1665	96.3	5.0	8.2	-1.8	/	-0.2	-2.6
> O=C1OC(Nc2ccc(Br)cn2)c2ccccc21 (configuration not stated)
 : /	-1.2	0.2	1454	102.3	6.0	12.5	-10.8	0.447	8.2	5.5
> O=C(NC(=S)N1CCN(C/C=C/c2ccccc2)CC1)c1c(F)cccc1F
 : -2.0	2.3	1.2	1595	97.2	3.4	-10.5	-3.2	-0.392	-0.6	3.2
> Cn1c(=O)c2c(ncn2CC(=O)N2CCN(C(=O)c3ccco3)CC2)n(C)c1=O
 : 1.9	2.2	7.9	1580	97.4	1.9	-6.2	-5.5	1.63	2.1	-0.1
> Cc1cccc(C)c1NC(=O)C(c1ccccc1)N1CCC2(CC1)OCCO2 (configuration not stated)
 : -43.8	/	2.4	1433	103.1	11.0	3.1	1.7	/	16.1	-1.0
> NC1=NC2(CCCCCC2)n2c(nc3ccccc32)N1
 : /	0.0	17.7	1601	88.1	7.8	-5.6	-8.1	/	4.2	14.1
> COc1ccc(OCCC(=O)OCC(=O)NCCC2=CCCCC2)cc1
 : -7.9	-0.4	2.1	1456	99.7	4.2	-3.3	3.8	0.413	4.3	-1.4
> CCOC(=O)C(NCc1ccccc1OC)(NC(=O)CC)C(F)(F)F (configuration not stated)
 : /	1.3	2.7	1419	101.4	-14.8	7.3	9.9	/	-3.6	1.8
> CCC(/C=C1\Sc2ccc(OC)cc2N1CC)=C\c1sc2ccc(OC)cc2[n+]1CCCS(=O)(=O)[O-]
 : -17.6	0.8	34.7	1707	74.0	5.8	40.8*	1.5	-0.514	7.8	11.6
> CCOC(=O)c1cccc2c(=O)c(C(=O)c3ccc(Cl)cc3)c(C(=O)OC)[nH]c12
 : -8.1	1.7	-0.6	1655	99.7	3.6	1.5	4.0	/	6.5	-2.2
> O=C(/C=C/c1ccccc1Cl)Nc1ccc2c(c1)C(=O)NC2=O
 : -22.4	3.3	13.0	1790	95.8	8.0	0.9	-0.7	0.736	2.9	-0.1
> O=Cc1ccc(OCc2nnsc2Cl)cc1
 : -25.2	2.3	-2.8	1652	104.2	8.0	-8.7	-13.4	-0.624	-3.3	-6.3
> CN1C(=O)CC(N2CCN(Cc3ccc(Cl)cc3)CC2)C1=O (configuration not stated)
 : /	2.6	3.1	1568	97.7	-4.1	-1.4	1.4	0.0325	0.7	4.9
> O=C(c1cccc([N+](=O)[O-])c1)N1CCOCC1
 : -10.6	1.1	7.2	1755	93.4	-1.7	2.3	-9.6	-0.434	5.0	2.9
> Cc1ccc(CC(=O)NCC(c2ccco2)N(C)C)cc1C (configuration not stated)
 : -27.3	1.9	-18.5	1751	115.7	4.8	5.5	3.9	0.0116	3.5	2.2

STAT1 inh: hit marks shown above.
mol	S1P3 antag	RAM network inh	STAT3 activator	PPARg SRC-1 ag	STAT1 inh	TLR4 MyD88 comp	ROMK primary	PPARg SRC3 recr	PPARg SRC2 recr
CCC(/C=C1\Sc2ccc(OC)cc2N1CC)=C\c1sc2ccc(OC)cc2[n+]1CCCS(=O)(=O)[O-]	-17.6	0.8	74.0	5.8	40.8*	1.5	-0.514	7.8	11.6

Already shown: entries from further up.
Values run as follows: S1P3 antag	RAM network inh	STAT3 inh	TR-FRET SRC-2 ct	STAT3 activator	PPARg SRC-1 ag	STAT1 inh	TLR4 MyD88 comp	ROMK primary	PPARg SRC3 recr	PPARg SRC2 recr
> NC1=NC2(CCCCCC2)n2c(nc3ccccc32)N1
 : /	0.0	17.7	1601	88.1	7.8	-5.6	-8.1	/	4.2	14.1
> COc1ccc(OCCC(=O)OCC(=O)NCCC2=CCCCC2)cc1
 : -7.9	-0.4	2.1	1456	99.7	4.2	-3.3	3.8	0.413	4.3	-1.4
> CCOC(=O)C(NCc1ccccc1OC)(NC(=O)CC)C(F)(F)F (configuration not stated)
 : /	1.3	2.7	1419	101.4	-14.8	7.3	9.9	/	-3.6	1.8
> CCC(/C=C1\Sc2ccc(OC)cc2N1CC)=C\c1sc2ccc(OC)cc2[n+]1CCCS(=O)(=O)[O-]
 : -17.6	0.8	34.7	1707	74.0	5.8	40.8*	1.5	-0.514	7.8	11.6
> CCOC(=O)c1cccc2c(=O)c(C(=O)c3ccc(Cl)cc3)c(C(=O)OC)[nH]c12
 : -8.1	1.7	-0.6	1655	99.7	3.6	1.5	4.0	/	6.5	-2.2
> O=C(/C=C/c1ccccc1Cl)Nc1ccc2c(c1)C(=O)NC2=O
 : -22.4	3.3	13.0	1790	95.8	8.0	0.9	-0.7	0.736	2.9	-0.1
> O=Cc1ccc(OCc2nnsc2Cl)cc1
 : -25.2	2.3	-2.8	1652	104.2	8.0	-8.7	-13.4	-0.624	-3.3	-6.3
> CN1C(=O)CC(N2CCN(Cc3ccc(Cl)cc3)CC2)C1=O (configuration not stated)
 : /	2.6	3.1	1568	97.7	-4.1	-1.4	1.4	0.0325	0.7	4.9
> O=C(c1cccc([N+](=O)[O-])c1)N1CCOCC1
 : -10.6	1.1	7.2	1755	93.4	-1.7	2.3	-9.6	-0.434	5.0	2.9
> Cc1ccc(CC(=O)NCC(c2ccco2)N(C)C)cc1C (configuration not stated)
 : -27.3	1.9	-18.5	1751	115.7	4.8	5.5	3.9	0.0116	3.5	2.2

(list continues)
Values run as follows: S1P3 antag	RAM network inh	STAT3 inh	TR-FRET SRC-2 ct	STAT3 activator	PPARg SRC-1 ag	STAT1 inh	TLR4 MyD88 comp	ROMK primary	PPARg SRC3 recr	PPARg SRC2 recr
> CCOC(=O)C1(P(=O)(c2ccc(Cl)cc2)c2ccc(Cl)cc2)CCC1
 : /	2.0	-4.4	1450	106.7	-0.6	3.5	3.5	/	-5.2	-5.8
> O=C1C2CC=C(Cl)CC2C(=O)N1c1ncn[nH]1 (configuration not stated)
 : -9.2	0.3	7.6	1504	97.3	0.9	-3.3	1.3	/	0.2	5.3
> CN1CCN(C(=O)C2CCCCC2C(=O)O)CC1 (configuration not stated)
 : 0.8	0.9	8.3	1624	97.5	6.2	-0.1	-11.8	/	5.1	11.2
> Cc1ccc(-n2nnc(-c3ccnc4ccccc34)n2)cc1
 : -4.5	3.2	/	1640	/	1.4	-58.3	-13.1	/	4.2	3.9
> O=c1ccn(Cc2ccc(F)cc2)c2ccnc(C(F)(F)F)c12
 : -9.6	1.1	9.0	1715	92.7	3.3	11.6	-11.4	-0.424	2.1	8.0
> CN1C2=C(C#N)C(c3ccccc3)(C(F)(F)F)NC(=O)N2c2ccccc21 (configuration not stated)
 : /	4.2	-3.5	1608	103.2	-5.4	-0.8	1.4	-0.801	6.0	17.3
> CN(C(=O)C1CCOC1)c1nnc(C2CCOC2)s1 (configuration not stated)
 : -17.7	1.0	4.7	1708	97.6	5.4	2.7	-6.9	0.334	7.0	4.5
> O=S(=O)(Nc1nc2ccccc2nc1NCCO)c1cccc(Cl)c1
 : -15.2	0.7	9.7	1911	100.1	15.1	-3.6	-19.2	/	14.6	7.9
> Nc1nonc1C(=O)N1CCCCC1
 : -17.2	2.0	9.4	1446	97.8	1.6	0.3	0.7	-0.861	2.4	-2.2
> COc1ccc(C(=O)C2CCCN(Cc3cn[nH]c3-c3ccccc3)C2)cc1OC (configuration not stated)
 : 2.1	1.4	1.7	1279	102.4	-10.2	8.9	-8.5	-0.265	0.1	2.1
> O=C(CN1CCN(c2ncccn2)CC1)NCc1ccccc1
 : /	2.0	4.9	1505	100.8	-4.1	-5.1	8.8	0.0266	-4.3	0.5
